Screening data from PubChem.
PLCb3 inh – blocks human PLC-beta3 enzyme activity; Purified PLC-beta3, fluorogenic substrate, fluorescence; inhibition, % at 12.2 µM; hit rate 0.18% among 370,000; AID 720704; in the data active = inhibition above about 11%;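 also: 0% = median of compound wells on plate and 100% = full blocker control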
UHRF1 binding – blocks human UHRF1 binding to methylated DNA; Q96T88; UHRF1 binding to methylated oligo, TR-FRET; inhibition, % at 4.4 µM; hit rate 0.75% among 370,000; in the data active = inhibition above about 21%;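 also: UHRF1 SRA domain binding a hemimethylated CpG hairpin DNA probe; 0% = median of test compound wells and 100% = reference inhibitor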
Target sequence (Q96T88 whole entry, looked up, the tested form may be a part): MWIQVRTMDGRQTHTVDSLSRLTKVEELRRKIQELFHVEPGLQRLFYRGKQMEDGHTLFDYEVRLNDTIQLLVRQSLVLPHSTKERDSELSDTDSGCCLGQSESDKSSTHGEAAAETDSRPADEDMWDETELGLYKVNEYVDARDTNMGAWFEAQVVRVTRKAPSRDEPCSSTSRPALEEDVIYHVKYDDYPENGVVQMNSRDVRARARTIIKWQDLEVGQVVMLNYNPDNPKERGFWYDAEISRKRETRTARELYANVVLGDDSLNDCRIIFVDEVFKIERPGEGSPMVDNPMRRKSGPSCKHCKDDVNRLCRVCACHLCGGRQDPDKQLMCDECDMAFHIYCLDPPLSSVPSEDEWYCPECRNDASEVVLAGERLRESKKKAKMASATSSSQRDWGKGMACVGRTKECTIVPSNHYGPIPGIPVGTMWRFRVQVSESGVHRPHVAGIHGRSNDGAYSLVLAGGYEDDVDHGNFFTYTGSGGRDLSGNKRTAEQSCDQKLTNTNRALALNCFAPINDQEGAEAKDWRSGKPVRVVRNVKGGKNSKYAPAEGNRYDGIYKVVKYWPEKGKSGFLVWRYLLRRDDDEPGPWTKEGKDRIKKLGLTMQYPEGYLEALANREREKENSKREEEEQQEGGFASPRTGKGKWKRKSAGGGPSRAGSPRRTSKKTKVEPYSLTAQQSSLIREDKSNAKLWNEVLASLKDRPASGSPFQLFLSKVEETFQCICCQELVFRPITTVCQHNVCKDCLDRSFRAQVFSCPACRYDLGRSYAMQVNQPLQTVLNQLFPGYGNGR
ADAM17 inh – inhibitors of human ADAM17. hit rate 0.83% among 370,000. recombinant ADAM17, EDANS/DABCYL FRET peptide cleavage. inhibition, % at 6.95 µM;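 active = inhibition above the mean of compounds lying between control limits plus 3 SD, set per campaign, cut at about 8.5% in these data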;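 also: 0% = DMSO-only wells as the low control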
KLK7 zymogen act – activates the human kallikrein-7 zymogen; P49862; purified proKLK7, EDANS-DABCYL substrate fluorescence; 100% is mature enzyme control, 0% vehicle; activation, % at 7 µM; hit rate 0.9% among 370,000; AID 652039;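 active = activation above the mean of all tested compounds plus 3 SD, computed per campaign excluding outliers beyond control limits, cut at about 13% in these data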
ARFGAP1 inh – inhibitors of rat ARFGAP1; Q62848; Arfgap1-stimulated ARF1 GTP hydrolysis, GDP FP detection; inhibition, % at 16.5 µM; hit rate 0.26% among 360,000; AID 651572;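 active = inhibition above a per-plate limit, mean inhibition of low control wells plus 3 SD, cut at about 25% in these data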;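 also: 0% = DMSO wells with enzyme and 100% = wells lacking Arfgap1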
Target sequence (Q62848 1-136 limits assumed): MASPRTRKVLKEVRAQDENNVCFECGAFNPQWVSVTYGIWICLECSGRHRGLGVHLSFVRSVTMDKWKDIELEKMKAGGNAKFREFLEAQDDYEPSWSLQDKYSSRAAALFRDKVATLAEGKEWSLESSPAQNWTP
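material = rat Arfgap1 catalytic domain, aa 1-136 | also added = human ARF1(Δ1-17)-GTP substrate | compound dosing = one concentration, 16.5 µM, DMSO 1.26% | times = GTP hydrolysis reaction 2 h at 25 °C | measured by = FP, GDP Alexa 633 tracer displaced from anti-GDP antibody, 620/688 nm | evaluation = percent inhibition of Arfgap1-stimulated GTP hydrolysis | replication = single well per compound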
DDE Tn7 FP inh – DD(E)-Tn7 binding inhibition, primary FP screen. inhibition, % at 8.3 µM. FP displacement of FITC-Tn7 peptide from fibrin DD(E); 0% = median of compound wells per plate. P02675. hit rate 0.13% among 370,000;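 active = inhibition above the mean of compounds falling within the control limits plus 3 SD of them, cut at about 14% in these data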;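 also: 0% = plate median of compound wells and 100% = 10 µM Aha-Tn7 peptide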
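Measure: % inhibition scaled between sample-field median and high-control FP; Test system: human fibrin DD(E); Quantity: 2 µM final DD(E) protein; Doses: one dose, 8.3 µM nominal; Schedule: compound with protein 10 min, then 3 h after probe, room temperature; Detection: fluorescence polarization; Medium: Tris buffer with calcium and detergent, pH 7.8.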
ASAP1 GAP inh – ASAP1 ArfGAP inhibition; Q9ULH1; ASAP1-stimulated ARF1 GTP hydrolysis, GDP FP detection; inhibition, % at 16.5 µM; hit rate 0.19% among 360,000; AID 624377; in the data active = inhibition above about 25%;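 also: 0% = vehicle with enzyme and substrate and 100% = no enzyme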
MBD2 inh – blocks human MBD2 binding to methylated DNA | Q9UBB5 | TR-FRET, MBD2 binding to methylated oligonucleotide | inhibition, % at 4.4 µM | hit rate 0.31% among 370,000 | AID 686964; in the data active = inhibition above about 13%
Tn6 DDE FP – DD(E)-Tn6 binding inhibition, primary FP screen | hit rate 0.21% among 370,000 | Fibrin DD(E) TRITC-Tn6 fluorescence polarization displacement | inhibition, % at 8.3 µM | P02675 | AID 720509;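 active = inhibition above a per-campaign cutoff: mean of compounds within control limits plus 3 SD, cut at about 15% in these data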;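 also: 0% = median of all compound wells on the plate and 100% = blocking peptide control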
PLCg1 inh – blocks human PLC-gamma1 enzyme activity | P19174 | purified PLC-gamma1, fluorogenic substrate, fluorescence | inhibition, % at 12.2 µM | hit rate 0.84% among 370,000 | AID 720700; in the data active = inhibition above about 9.5%
* = called active by the depositor; i = inactive; / = no result given.

mol	PLCb3 inh	UHRF1 binding	ADAM17 inh	KLK7 zymogen act	ARFGAP1 inh	DDE Tn7 FP inh	ASAP1 GAP inh	MBD2 inh	Tn6 DDE FP	PLCg1 inh
COc1cccc(NC(=O)N2CCCC2C(=O)Nc2ccc3c(c2)OCO3)c1 (stereo not given)	3	1	3	-0.7	9	-5	-12	2	-3	3
COc1cccc(C(=O)Nc2cc(NC(=O)c3cccs3)ccc2C)c1OC	-7	-2	-2	0.6	14	3	6	-4	-5	-4
CCOC(=O)c1c2n(c3c(NCc4ccccc4)ncnc13)CCCC2	1	1	-6	0.1	1	-1	8	1	-9	-1
CCCCCc1cccnc1	-9	-2	-6	-0.3	20	6	-7	3	-1	3
CCC(=O)N1CCc2cc(S(=O)(=O)NCCN3CCC(C)CC3)ccc21	1	1	-3	0.4	-4	12	-14	4	8	0
COC(=O)c1ccccc1NC(=O)CCS(=O)(=O)c1ccc(Br)s1	4	-1	-2	0.2	7	-1	2	1	-7	1
CCc1ccc[n+](-c2nc3ccccc3nc2C(=C=[N-])C#N)c1	-76	-13	-26	3.1	1	-1	6	-15	1	-50
COc1ccc(CN(C)C(=S)Nc2ccc(Cl)cc2)cc1	2	-2	1	0.1	4	3	-3	-6	5	0
CCN1C(=O)/C(=C\N2CCCCCC2)SC1=S	-1	-1	0	0.2	0	2	-14	2	0	1
O=S(=O)(CCSc1ccccn1)c1nc2ccccc2s1	-9	-7	-3	0.1	7	-1	1	2	-2	-5
O=C(Cc1c[nH]c2ccccc12)OCCOC(=O)Cc1c[nH]c2ccccc12	-3	-2	2	0.7	9	-5	5	1	-8	-3
CCOC(=O)c1sc(=NC(=O)c2cccc(C)c2)n(C)c1C	-7	1	-4	0.0	-6	-4	-2	-5	1	0
COc1ccc(C2Oc3ccccc3N2C(C)=O)cc1 (stereo not given)	5	-1	0	0.0	-5	5	10	-3	8	1
Cc1cccc(-n2c(SCC(=O)NC3CCCC3)nnc2-c2ccoc2C)c1	3	0	-2	-0.4	-2	9	7	-4	6	3
NC(=O)C(c1ccccc1)c1ccc(C(=O)c2ccccc2)cc1 (stereo not given)	-7	6	0	-0.9	8	0	-4	4	0	-4
NC(=O)C1(N2CCCCC2)CCN(S(=O)(=O)c2cc(Cl)ccc2Cl)CC1	1	-2	1	0.2	-2	-2	-5	-2	-4	1
CCOC(=O)C1CCN(Cc2oc(CO)cc(=O)c2O)CC1	-6	0	-5	0.1	7	4	4	0	3	-5
Cc1ccc(CN2CC(C(=O)Nc3cc(S(C)(=O)=O)ccc3Cl)CC2=O)cc1 (stereo not given)	-1	4	3	-0.1	2	-8	-10	1	0	2
CCc1nc2ccc(C(=O)N(C)CCN(C)C)cn2c1N(CC)CCOC	-2	-1	-7	0.0	7	3	-2	3	-3	0
Cc1nc(SCc2ccccc2)n[nH]1	1	5	0	-0.1	3	0	1	2	-1	-3
CCCCC(=O)NS(=O)(=O)c1ccc(N=NN(CC)CC)cc1	-4	-1	-2	0.6	8	-4	-1	4	-11	1
CN(Cc1cc(=O)[nH]c2ccccc12)C(=O)c1ccccc1	4	0	-4	0.3	4	1	2	-2	0	2
CCOC(=O)C1=NOC(Cn2cc(C(C)=O)c(=O)[nH]c2=O)C1 (stereo not given)	2	0	3	-0.7	-6	-9	7	-2	1	7
CCc1ccc(CN(C)C(=O)C2CCC(=O)N(CC3CCCCC3)C2)cc1 (stereo not given)	-2	-2	-1	-0.1	2	10	-2	-9	-2	1
COc1cccc(CNC(=O)COC(=O)C23CC4CC(CC(Cl)(C4)C2)C3)c1	-6	0	-1	-0.1	1	5	4	1	-1	1
Cc1ccc(Cl)cc1NC(=O)CN1CCN(S(=O)(=O)N2CCOCC2)CC1	-5	-1	-3	0.0	-11	5	6	-2	5	-3
COc1cccc(-c2cc(C(=O)Nc3ccc(N(C)C(C)=O)cc3)c3cc(Br)ccc3n2)c1	-15	2	8	-3.9	20	-3	8	3	-12	-2
COC(=O)[C@@H](Cc1ccccc1)NC(=O)NCCc1ccccc1	-3	-5	0	0.4	6	3	4	2	6	2
COc1cc(C(=O)O/N=C(\N)c2ccc([N+](=O)[O-])cc2)cc(OC)c1OC	0	1	-2	-0.7	3	4	1	0	10	2
CCn1c(SCC(=O)Nc2cc(C)on2)nnc1-c1ccc(C)cc1	-8	-2	-1	-0.3	-2	1	-9	3	1	0

(cont.)
mol	PLCb3 inh	UHRF1 binding	ADAM17 inh	KLK7 zymogen act	ARFGAP1 inh	DDE Tn7 FP inh	ASAP1 GAP inh	MBD2 inh	Tn6 DDE FP	PLCg1 inh
O=C(CCn1ccc2ccccc21)NC1CCCc2ccccc21 (stereo not given)	-4	-2	-2	-0.2	2	10	6	1	10	-2
Cc1cc(C)n(S(=O)(=O)c2ccccc2)n1	-6	0	-5	0.2	7	-3	-7	3	-4	1
COc1ccc(N(Cc2cc3cc(C)ccc3[nH]c2=O)C(C)=O)cc1	-10	-3	-12	0.7	-4	0	2	-1	-4	-2
CC(C)(C)n1nnnc1C(c1cccs1)N1CCN(C(=O)c2ccco2)CC1 (stereo not given)	0	3	2	0.1	14	-11	0	-1	-5	4
COC(=O)c1sc(NC(=O)COc2ccccc2C)nc1C	-3	5	-2	-0.9	6	-4	-5	-2	2	4
COc1ccc(S(=O)(=O)N2CCCCC2)cc1NC(=O)c1cc(C)on1	-7	0	-1	-0.6	-5	-2	-2	2	-2	1
Cc1cccc(N2CCN(S(=O)(=O)c3ccc4c(c3)CCCN4C(=O)C3CCC3)CC2C)c1 (stereo not given)	-9	0	2	0.7	2	1	-2	-5	4	-2
CCOC(=O)c1cc(NC(=O)c2c(C)noc2C)cc(C(=O)OCC)c1	-3	0	-1	-0.4	-1	7	-5	-2	6	4
CCCCCCCCN1C(=O)[C@@H](CC(=O)NCCCOC)C[C@@]2(C(=O)OC)C1=C[C@H](C1CCCC1)O[C@@H]2C	5	0	3	0.1	3	9	-9	-1	2	1
N=c1c2c3c(sc2nc2n1CCC2)CCCC3	-3	0	-5	-0.4	2	0	5	3	3	5
S=C(Nc1cccnc1)Nc1ccccc1Br	-6	1	-5	0.2	0	0	8	3	5	2
COc1ccc(C(=O)N/C(=C\c2cn(C)c3ccccc23)C(=O)OCC(C)C)cc1	1	2	3	0.0	1	0	-5	1	-9	-1
Cc1c(C(=O)N2CCCCC2)sc(N)c1C#N	3	0	-2	-0.2	-15	5	7	1	5	1
CC(C)(C)OC(=O)NCCCCC1=CC2=CC(=O)C(C)(O)C(=O)C2=CO1 (stereo not given)	-15	-2	-2	0.6	3	9	-9	2	1	-12
C/C(=C/C(=O)NCc1ccccc1)C(=O)O	4	0	-1	0.3	15	3	-3	-1	8	2
COc1cccc(C(=O)NCCCNC(=O)c2ccco2)c1	-6	2	-5	-0.6	11	2	3	5	-8	-1
Cc1ccc(NC(=S)N/N=C/c2ccc(OCCC(C)C)cc2)c(C)c1	2	-1	5	0.3	-6	-2	15	-4	1	3
O=Cc1cn(CC(=O)N2CCc3ccccc32)c2ccccc12	2	-2	0	0.2	-6	-9	8	-3	-3	2
COC(=O)CSc1nc2sc3c(c2c(=O)[nH]1)CCC3	-106	0	-7	-0.4	4	2	-4	7	-3	-1
COc1ccc(Nc2cc(C)nc(N3CCN(C(=O)c4ccc5c(c4)OCO5)CC3)n2)cc1	1	2	-2	0.4	-7	-2	-5	3	-4	2
CCn1c(C)nc2cc(C(=O)NNS(=O)(=O)c3c(F)cc(F)c(Cl)c3F)ccc21	-6	2	-5	-0.1	-7	3	7	3	0	0
CCOC(=O)C1CCCN(C2CCN(Cc3nc(Cc4ccccc4)no3)CC2)C1 (stereo not given)	-6	5	-5	-1.4	7	6	7	1	-4	3
C=CCN1C(=O)[C@H](CC(=O)N2CCN(C(=O)C3CC3)CC2)[C@@]2(C(=O)OCC)CCCC=C12	2	-3	-3	0.5	/	-3	/	-2	-1	2
Cn1c(=O)c2cc(S(=O)(=O)NC(C(=O)NC3CCCCC3)c3ccccc3)ccc2n(C)c1=O (stereo not given)	2	0	-3	0.1	4	3	-1	-6	2	0
COc1ccc([N+](=O)[O-])cc1NC(=O)C(C)N(C)Cc1ccc(Br)cc1 (stereo not given)	0	-3	-4	0.1	-4	-3	6	-4	7	-1
CC(C)C(NC(=O)c1ccccc1NC(=O)c1ccco1)C(=O)NNC(=O)c1ccncc1 (stereo not given)	-4	-2	-1	0.7	1	9	-6	-3	5	1
C=CCn1c(SCC(=O)N2CCN(CCO)CC2)nc2sc3c(c2c1=O)CCC3	-4	0	-2	0.0	-7	1	4	2	1	3
CCOc1ccccc1N(CC(=O)Nc1ccc(S(=O)(=O)N2CCOCC2)cc1)S(=O)(=O)c1ccc(Cl)cc1	0	2	-4	-1.0	11	8	-7	-1	6	0
C=CCn1cccc(C(=O)Nc2ccc(OCC)cc2)c1=O	-14	-1	6	0.8	-1	-2	5	-3	-13	-12
CCc1nn(-c2cc(Cl)ccc2OC)c2c1C(=O)CCC2	1	-1	-1	-0.3	-17	-1	-4	2	-5	1

Next entries follow:
mol	PLCb3 inh	UHRF1 binding	ADAM17 inh	KLK7 zymogen act	ARFGAP1 inh	DDE Tn7 FP inh	ASAP1 GAP inh	MBD2 inh	Tn6 DDE FP	PLCg1 inh
C=C(c1ccccc1)c1ccccc1N	-3	1	-6	-0.1	-4	1	-7	0	5	0
OCCOCCN1CCN(C(=S)Nc2ccccc2)CC1	0	1	-5	0.0	0	0	-4	-1	-2	1
Cc1cccc(OCC(=O)NCC2CCCO2)c1C (stereo not given)	-5	9	-3	0.9	5	-2	2	4	-13	6
CCOC(CNC(=O)c1ccc2c(c1)nc(C)n2-c1cccc(F)c1)OCC	4	1	0	-0.4	3	-2	4	1	2	2
CCN1CCN(C(=O)c2ccc3c(c2)N(Cc2ccc(C)cc2)CCS3)CC1	i	0	-77	1.5	1	5	8	5	-7	i
CCc1ccccc1N(CC(=O)NC(C)c1ccccc1)S(C)(=O)=O (stereo not given)	-2	-2	0	-0.1	4	0	-3	4	1	1
O=C(NCc1cccs1)C1CCCN1C(=O)Nc1ccccc1[N+](=O)[O-] (stereo not given)	-3	0	0	0.8	-2	5	-6	-3	10	-1
CCn1nnnc1SCC(=O)NCc1ccco1	0	7	5	0.1	-2	-6	-15	4	-2	-1

Of the compounds above, 2 have fluorine:
mol	PLCb3 inh	UHRF1 binding	ADAM17 inh	KLK7 zymogen act	ARFGAP1 inh	DDE Tn7 FP inh	ASAP1 GAP inh	MBD2 inh	Tn6 DDE FP	PLCg1 inh
CCn1c(C)nc2cc(C(=O)NNS(=O)(=O)c3c(F)cc(F)c(Cl)c3F)ccc21	-6	2	-5	-0.1	-7	3	7	3	0	0
CCOC(CNC(=O)c1ccc2c(c1)nc(C)n2-c1cccc(F)c1)OCC	4	1	0	-0.4	3	-2	4	1	2	2

Another view of part of the listing above:
Below each SMILES: PLCb3 inh, UHRF1 binding, ADAM17 inh, KLK7 zymogen act, ARFGAP1 inh, DDE Tn7 FP inh, ASAP1 GAP inh, MBD2 inh, Tn6 DDE FP, PLCg1 inh
Cc1cccc(OCC(=O)NCC2CCCO2)c1C (stereo not given)
    -5, 9, -3, 0.9, 5, -2, 2, 4, -13, 6
C=C(c1ccccc1)c1ccccc1N
    -3, 1, -6, -0.1, -4, 1, -7, 0, 5, 0
